RBBP9 inhibitor: inhibitors of human serine hydrolase RBBP9; O75884; recombinant RBBP9, FP-Rh probe fluorescence polarization; inhibition, % at 7.94 µM; hit rate 0.2% among 220,000;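 active means inhibition above the campaign mean of all tested compounds plus 3 SD, cut at about 14% in these data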;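 further: plate controls were DMSO wells with RBBP9 for no effect and wells lacking RBBP9 protein for full effect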
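System: RBBP9 protein / Quantity: 2.5 µM RBBP9 dispensing solution, before mixing / Also added: Serine-hydrolase probe FP-Rh, 375 nM pre-mixing / Dosing: 7.94 µM single dose, 0.794% DMSO / Timing: enzyme-compound preincubation 30 min, then probe labeling 45 min, 25 °C / Signal: FP readout at 525/598 nm / Controls: DMSO-treated enzyme wells and wells lacking RBBP9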
BaF3 tox: parental Ba/F3 viability inhibition as JAK2V617F counter-screen; hit rate 1.1% among 220,000; CellTiter-Glo ATP luminescence; inhibition, % at 5.6 µM;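 active means inhibition above a per-campaign cutoff, the mean inhibition of all tested compounds plus 3 SD, cut at about 27% in these data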;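 further: 0% = DMSO wells and 100% = JAK Inhibitor I control wells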
p97 ATPase inh: blocks human p97 ATPase activity; inhibition, % at 8 µM; P55072; recombinant p97 ATPase, Kinase-Glo ATP luminescence, 3 h; hit rate 0.42% among 220,000; AID 1481; in the data active means inhibition above about 15%;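 further: 0% = DMSO vehicle and 100% = wells lacking enzyme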
p47phox inh: inhibitors of human p47phox binding; P14598; p47phox/p22phox peptide binding, fluorescence polarization, 2 h; inhibition, % at 24.7 µM; hit rate 0.53% among 220,000; AID 1274;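 active means inhibition above about 30%, limit read from the data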;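 further: 0% = p47phox with labelled peptide and 100% = labelled peptide alone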
Ba/F3 V617F tox: lowers viability of Ba/F3 cells expressing EpoR and JAK2V617F. ATP luminescence. inhibition, % at 5.6 µM. hit rate 1.1% among 220,000. AID 1446;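 active means inhibition above the campaign mean plus 3 SD over all tested compounds, cut at about 24% in these data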;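 further: cytokine-independent growth of Ba/F3 cells driven by EpoR plus mutant JAK2; 0% = DMSO-treated cells and 100% = JAK inhibitor I control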
PPC-1+TRAIL kill: PPC-1 cancer cell killing with TRAIL present; PPC-1 cells + TRAIL, ATPLite viability luminescence; cell killing (% activity), % at 4 µM; hit rate 0.41% among 220,000; AID 1443;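 active means cell killing above 50% in the first pass at 4 µM, then a duplicate retest at 5 µM averaging 50% or more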;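 further: plate controls were cells with TRAIL plus DMSO for no effect and medium-only wells lacking cells for full effect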
EP2 antag: blocks the human prostaglandin E2 receptor EP2. P43116. C6 glioma cells expressing human EP2, cAMP TR-FRET; cells stimulated with saturating PGE2. inhibition, % at 25 µM. hit rate 0.52% among 260,000;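 active means percent inhibition above 40 after rounding to a whole number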;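 further: rat C6 glioma host cells with rolipram phosphodiesterase inhibitor present; the protocol text gives 20 µM as final concentration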
Target sequence (P43116 whole entry, looked up): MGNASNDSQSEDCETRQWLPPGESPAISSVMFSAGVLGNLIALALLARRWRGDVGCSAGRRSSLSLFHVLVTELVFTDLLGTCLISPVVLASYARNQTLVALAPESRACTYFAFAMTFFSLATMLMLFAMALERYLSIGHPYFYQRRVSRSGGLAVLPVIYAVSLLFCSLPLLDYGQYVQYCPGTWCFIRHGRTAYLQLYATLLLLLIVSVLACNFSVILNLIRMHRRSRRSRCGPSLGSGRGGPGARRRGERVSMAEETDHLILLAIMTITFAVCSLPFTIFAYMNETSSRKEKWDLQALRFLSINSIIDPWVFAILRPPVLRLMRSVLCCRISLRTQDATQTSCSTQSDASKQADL
Tb hexokinase: blocks Trypanosoma brucei hexokinase 1 activity; recombinant TbHK1, G6PDH-coupled NADH A340; inhibition, % at 10 µM; hit rate 0.11% among 220,000;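 active means inhibition of 50% or more in the single-dose primary screen; inactive means inhibition below 50%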
Furin inh: blocks human furin protease activity. purified furin, fluorogenic substrate cleavage. inhibition, % at 30 µM. hit rate 0.061% among 220,000. AID 463115; in the data active means inhibition above about 25%; further: inactives centre near -15
Target sequence (P09958 108-714 limits assumed): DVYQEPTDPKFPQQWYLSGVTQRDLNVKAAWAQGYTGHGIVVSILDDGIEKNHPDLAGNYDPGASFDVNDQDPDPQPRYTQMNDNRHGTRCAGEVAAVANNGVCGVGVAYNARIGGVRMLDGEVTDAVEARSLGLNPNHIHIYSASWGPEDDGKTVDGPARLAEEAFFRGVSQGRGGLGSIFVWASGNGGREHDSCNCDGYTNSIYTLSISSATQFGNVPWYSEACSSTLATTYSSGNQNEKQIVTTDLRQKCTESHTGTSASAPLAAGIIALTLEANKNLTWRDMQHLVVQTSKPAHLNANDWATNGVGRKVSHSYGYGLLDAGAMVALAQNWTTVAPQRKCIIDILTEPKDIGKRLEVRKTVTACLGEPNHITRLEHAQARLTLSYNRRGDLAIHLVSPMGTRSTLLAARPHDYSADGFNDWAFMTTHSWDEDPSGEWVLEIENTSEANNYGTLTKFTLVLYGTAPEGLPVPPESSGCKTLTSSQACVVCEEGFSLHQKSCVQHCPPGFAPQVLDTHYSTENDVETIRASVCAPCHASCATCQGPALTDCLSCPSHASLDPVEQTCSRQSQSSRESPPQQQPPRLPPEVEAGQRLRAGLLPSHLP
An asterisk follows results filed as active; . = no result given; & = joins results of further samples; [ ] = dose if it differs, or a comment. Not all compounds are listed, so the mix of outcomes need not match the whole.

SMILES | RBBP9 inhibitor | BaF3 tox | p97 ATPase inh | p47phox inh | Ba/F3 V617F tox | PPC-1+TRAIL kill | EP2 antag | Tb hexokinase | Furin inh
CCOC(=O)c1c(C)nc2sccn12 | -2 | 4 | 4 | -1 | -1 | -22 | 8 | 3 | -16
Cc1nn(-c2ccccc2)cc1/C=N/NC(=O)c1cccs1 | -7 | 1 | 0 | 5 | 5 | 16 | 1 | -34 | -6
Cc1ccc(NC(=O)Nc2cnccn2)cc1C | -6 | 0 | 8 | -7 | -5 | 3 | 6 | -7 | -17
Cn1c(N2CCC(C(N)=O)CC2)nc2c1c(=O)n(Cc1cccc(Br)c1)c(=O)n2C | -4 | 4 | -4 | -14 | 2 | 11 | 1 | 1 | -7
COc1ccc(-n2c(=S)[nH]c3cc(C(=O)NC4CCCCC4)ccc3c2=O)c(OC)c1 | -2 | 6 | 3 | -1 | 2 | 8 | 7 | -5 | -13
COc1ccc2c(C)cc(=O)oc2c1C | -10 | 3 | 2 | -6 | -4 | 26 | 16 | -4 | -30
O=C1c2ccsc2SCCN1Cc1ccccc1 | 3 | 7 | 5 | -13 | 0 | 2 | 9 | 0 | -11
CC(C)(C)Cc1nnc(NS(=O)(=O)c2ccccc2)s1 | -7 | 0 | 5 | -11 | -3 | -2 | 7 | 7 | -17
COc1ccc(S(=O)(=O)N(C)CC(=O)N2CCCC2)cc1Cl | -8 | 4 | -4 | 1 | 4 | 22 | 7 | 8 | -6
Cc1cccc2cc(CN(Cc3cccnc3)C(=O)c3ccccc3F)c(Cl)nc12 | -7 | 0 | -2 | 1 | -4 | -8 | -6 | -8 | -27[20 µM]
COc1ccc(Cl)cc1NC(=O)CN(C)Cc1ccc(OC)c(OC)c1 | 2 | 8 | -5 | -3 | 3 | 4 | 1 | 6 | -15
CCOC(=O)c1ccc(NC2c3ncccc3C(=O)N2Cc2ccc(F)cc2)cc1 (stereo not given) | 7 | 3 | 2 | 2 | 1 | -1 | 9 | -4 | -21
CC1=C(C(=O)OCc2ccccc2)C(c2cccnc2)n2ncnc2N1 (stereo not given) | -7 | 3 | -1 | -6 | -4 | 5 | 22 | 4 | -25
Cc1cccc(Nc2ccccc2C(=O)OCC(=O)NCc2ccco2)c1C | -4 | 3 | -2 | -19 | -3 | 9 | 5 | 4 | -17
O=C(Nc1ccc(N=Nc2ccccc2)cc1)c1ccccc1Cl | -7 | 2 | 5 | -8 | -3 | 14 | 12 | -6 | -25
Cc1cc(C)c(NC(=O)CS(=O)CC(=O)N2CCN(c3ccccc3)CC2)c(C)c1 (stereo not given) | 3 | 7 | -1 | 4 | -2 | 8 | 5 | -3 | -7
CCOCCCNC(=O)CSCc1nc(-c2ccc(SC)cc2)oc1C | -5 | 11 | -4 | -3 | 4 | 6 | 11 | 5 | 3
Cc1c(NC(=O)/C(C#N)=C/c2c(Oc3ccccc3)nc3ccccn3c2=O)c(=O)n(-c2ccccc2)n1C | -8 | 4 | 5 | -29 | -2 | -4 | 9 | -16 | -11
O=C(O)CCN1C(=O)c2ccc(NC(=O)CSc3ccccc3)cc2C1=O | 7 | -1 | -2 | 9 | -4 | 15 | 7 | -5 | -9
CCC(=O)NC(=S)Nc1cccc(NC(=O)CC)c1 | 1 | 5 | -1 | -15 | 4 | 7 | 15 | -2 | -17[20 µM]
O=C(COC(=O)Cc1ccccc1F)Nc1cc(S(=O)(=O)N2CCOCC2)ccc1N1CCCC1 | -6 | 7 | -2 | -6 | 2 | 14 | 15 | -5 | -11
O=C(NNS(=O)(=O)c1ccc(Cl)cc1Cl)c1cc2ncc(C(F)(F)F)cc2s1 | 9 | 1 | 4 | 3 | -4 | -4 | 17 | -7 | -15
Nc1ncncc1-c1ccc2ccccc2c1 | 6 | -4 | 2 | -10 | -3 | 9 | 7 | -11 | -27
COc1ccc(OC)c(NC(=O)CCN2CC(C)OC(C)C2)c1 (stereo not given) | -3 | 0 | -4 | -4 | 0 | 7 | 6 | -9 | -27
CCCc1nc(SCC(=O)Nc2cc(C)on2)c2c(=O)n(C)c(=O)n(C)c2n1 | -3 | 1 | 2 | -1 | -3 | 0 | 10 | -2 | -18
Cc1c(NC(=O)C(C)OC(=O)CCC2CCCC2)c(=O)n(-c2ccccc2)n1C (stereo not given) | -4 | 4 | 1 | -9 | -1 | -5 | 10 | -6 | -28
O=C(NCc1ccco1)c1cc(-c2ccccc2)on1 | 2 | -1 | 4 | 3 | -3 | 15 | 2 | 7 | -1[20 µM]
C(=N\N1CCN(Cc2ccccc2)CC1)/c1ccc(-c2ccccc2)cc1 | 8 | 0 | 6 | 6 | -1 | 26 | 3 | -13 | -16
Cc1ccc(OCC(=O)NNC(=O)c2cc3ccccc3o2)cc1C | -5 | -2 | 0 | -1 | -5 | -22 | 13&4 | -5 | -28[20 µM]
O=c1cc(CN2CCC(Cc3ccccc3)CC2)nc2sccn12 | -11 | 6 | -1 | -6 | -1 | -4 | 4 | -5 | -33
O=C(CN(CC1CCCO1)C(=O)CCC(=O)Nc1ccccn1)NCC1CCCO1 (stereo not given) | -3 | 6 | 0 | -10 | -1 | 12 | 7 | -2 | -16[20 µM]
O=C1CCC/C(=N/Nc2ccc(Cl)cc2)C1 | -7 | 5 | 8 | -3 | -5 | 22 | 6 | -4 | -25
Cc1noc(C)c1S(=O)(=O)N(CC(=O)N1CCCCCC1)c1ccc(C(C)C)cc1 | 0 | 3 | 3 | -14 | -5 | -8 | 16 | -8 | -21
CCOC(=O)C1=C(C)N(C)C(=S)N(C)C1c1ccc(OC)cc1 (stereo not given) | 3 | 5 | 5 | 7 | 2 | 15 | 3 | -4 | -10
Nc1nnc(CCCCCc2nnc(N)s2)s1 | 3 | 5 | 3 | 7 | 2 | 1 | 5 | 0 | -19
Cc1c(C(=O)Nc2ccc3c(c2)OCCO3)sc2nc(-c3ccccc3)cn12 | -4 | 8 | -2 | -12 | 4 | 24 | 15 | 3 | -20[20 µM]
COc1ccc(OC)c(NC(=O)C2CCCCC2)c1 | -6 | 6 | 2 | -8 | -1 | 6 | 8 | 0 | -12
O=C(/C=C/c1ccccc1)Nc1cc(S(=O)(=O)N2CCOCC2)ccc1N1CCCC1 | 2 | 3 | -3 | -8 | 3 | 34 | 0 | -16 | -13
CCCOc1ccc(/C=N/Nc2ccc(C(=O)O)cc2)c(OCCC)c1 | 8 | 5 | 3 | -6 | 2 | 28 | 15 | 4 | -28
O=C(COC(=O)Cn1cnc2ccccc2c1=O)NCc1ccccc1Cl | -8 | 5 | -8 | -10 | 3 | -2 | 2 | 6 | -1

Some of the entries so far, with tabs:
Structure	RBBP9 inhibitor	BaF3 tox	p97 ATPase inh	p47phox inh	Ba/F3 V617F tox	PPC-1+TRAIL kill	EP2 antag	Tb hexokinase	Furin inh
Cc1noc(C)c1S(=O)(=O)N(CC(=O)N1CCCCCC1)c1ccc(C(C)C)cc1	0	3	3	-14	-5	-8	16	-8	-21
Nc1nnc(CCCCCc2nnc(N)s2)s1	3	5	3	7	2	1	5	0	-19
O=C1CCC/C(=N/Nc2ccc(Cl)cc2)C1	-7	5	8	-3	-5	22	6	-4	-25
CCCOc1ccc(/C=N/Nc2ccc(C(=O)O)cc2)c(OCCC)c1	8	5	3	-6	2	28	15	4	-28

The list continues.
SMILES | RBBP9 inhibitor | BaF3 tox | p97 ATPase inh | p47phox inh | Ba/F3 V617F tox | PPC-1+TRAIL kill | EP2 antag | Tb hexokinase | Furin inh
COC(=O)NC(NS(=O)(=O)c1ccccc1)(C(=O)OC)C(F)(F)F (stereo not given) | -6 | 0 | -5 | 9 | 1 | 6 | 12 | -1 | -7
Cn1c(C(=O)N2CCCC(C(=O)NCCCc3ccccc3)C2)cc2sccc21 (stereo not given) | -2 | 4 | -5 | -7 | 0 | -3 | 13 | -3 | -6[20 µM]
CC1(C)NC(=O)N(CCOCCOc2ccccc2-c2ccccc2)C1=O | -3 | 5 | -1 | 0 | 0 | -6 | 0 | -1 | -16
CC(C)NC(=O)CSc1c2c(nc3ccccc13)CCCC2 | 2 | 11 | 3 | -12 | 4 | -10 | 5 | -10 | -23
CC(N=c1ccccn1C(=O)Nc1cccc(C(F)(F)F)c1)c1ccco1 (stereo not given) | -7 | 8 | -3 | -11 | 1 | -20 | . | -2 | -5[20 µM]
Cc1ccc(SCC(=O)Nc2nccs2)cc1 | -2 | -2 | 0 | -10 | 0 | 4 | 15 | 0 | 1
C/C(=N\NC(=O)CC(C)C)c1c(C(F)(F)F)[nH]n(-c2nc3ccccc3s2)c1=O | -8 | 1 | -24 | -2 | 12 | -13 | 8 | -15 | -17
Cc1cccc(NC(=O)CCC(=O)N/N=C/c2ccncc2)c1 | -6 | 6 | -2 | -6 | 2 | 15 | 3 | -5 | -12
O=C(CN1CCN(c2ccc(O)cc2)CC1)NC1CCCc2ccccc21 (stereo not given) | 4 | 6 | 4 | -5 | 0 | 16 | 3 | 24 | -8
Cn1nccc1/C=C(/C#N)S(=O)(=O)c1ccccc1 | -15 | -1 | -4 | -11 | 3 | 8 | 14 | 2 | -8[20 µM]
CC1(C)CC(NC(=O)c2ccccc2C(=O)NC2CC(C)(C)NC(C)(C)C2)CC(C)(C)N1 | -11 | 8 | 4 | -5 | 0 | -4 | 15 | -3 | -24
Cc1ccc2nc(NC(=O)COC(=O)c3ccc(Br)o3)sc2c1 | -10 | -2 | 1 | -28 | -1 | 19 | 9 | 3 | -10[20 µM]
CCn1cc(C2=NOC(C(=O)Nc3cccc(C(C)=O)c3)C2)c(C)n1 (stereo not given) | 0 | 10 | -3 | 0 | 5 | 30 | 8 | -6 | -21
Cn1c(=O)c(/C=C/c2ccc(F)cc2)nc2ccccc21 | -5 | 9 | -1 | -29 | 5 | 10 | 11 | -8 | -3
Cc1ccc(NC2c3ncccc3C(=O)N2Cc2cccs2)cc1C (stereo not given) | 7 | 9 | 3 | -9 | -4 | 3 | 5 | -8 | -15
CCCCCCCCCC(=O)Nn1cnc2ccccc2c1=O | -11 | 6 | -9 | -6 | 2 | 8 | 7 | 9 | -14
O=C(Cc1ccccc1)NNC1CC(=O)N(c2ccc(Cl)cc2)C1=O (stereo not given) | -2 | 4 | 3 | 0 | 1 | 3 | 0 | 3 | -15
CCN(CC)C(=O)CSc1nnc([C@@H](NC(=O)OC(C)(C)C)C(C)C)o1 | -1 | 0 | 3 | -9 | -2 | -16 | 3 | -1 | -21
Cc1nc(C(=O)NCCC(C)C)sc1C1(C)CC(c2cccc([N+](=O)[O-])c2)=NO1 (stereo not given) | . | . | . | -10 | . | 17 | 16 | 2 | -19
O=C(c1oc2ccccc2c1CSCc1ccccc1)N1CCN(c2ncccn2)CC1 | -10 | 6 | -4 | -160 | 1 | 28 | 9 | 3 | -5
COc1ccc(-c2ccc([C@H]3[C@H]4C=CC[C@@H](C)[C@@H]4C(=O)N3Cc3ccccc3)c(F)c2)cc1C | . | . | . | -2 | . | 22 | 5 | -5 | -28
O=C(CN1CC(c2ccccc2)CC1=O)OCc1cccc(Br)c1 (stereo not given) | -5 | 8 | -8 | -16 | 0 | -12 | 4 | 4 | -2[20 µM]
COc1ccc(N=C2S/C(=C\c3ccco3)C(=O)N2CC(C)C)cc1 | 3 | 0 | 0 | -10 | -6 | -11 | 4 | -6 | -7[20 µM]
COc1cccc(C(C(=O)NC2CCCC2)N(Cc2ccc(C)cc2)C(=O)c2ccco2)c1OC (stereo not given) | 2 | 2 | -6 | -2 | -3 | 10 | 23 | 5 | -23[20 µM]
CC1(C)Cc2c(C#N)c(N)n(-c3ccccc3)c(=S)c2CO1 | 3 | 1 | 6 | -7 | -3 | 3 | 12 | -15 | 2
